# High-throughput results: PubChem BioAssay, National Center for Advancing Translational Sciences (NCATS)
# Tau ThT inhib: qHTS for Inhibitors of Tau Fibril Formation, Thioflavin T Binding; AID 1460, 2008; Potency, µM (series often up to 57.4 µM), for the others: at the top dose activity, negative = inhibition, actives largely listed as inhibitors; recombinant tau K18 P301L, heparin-induced fibrillization, ThT fluorescence; Microtubule-associated protein tau (Homo sapiens), P10636; actives 2.1% (n = 270,000); further: on the % scale 0 is the no-effect control and ±100 the full control effect; nearly all actives have a fitted effect of over 55% in size
# Target sequence (P10636 561-689 P618L limits assumed): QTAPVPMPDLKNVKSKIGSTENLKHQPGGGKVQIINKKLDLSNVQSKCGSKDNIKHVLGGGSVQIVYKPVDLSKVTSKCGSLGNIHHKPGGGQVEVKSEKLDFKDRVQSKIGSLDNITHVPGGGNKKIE
#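 Fibril formation assay: tau K18 P301L at 15 uM with trace Alexa 594 label, heparin inducer 20 uM, pH 7 sodium acetate buffer, 37 C for 6 hr; endpoint ThT signal.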
# HTT ATP protect: qHTS Multiplex Assay to Identify Dual Action Probes in a Cell Model of Huntington: Cytoprotection (ATP). AID 1471, 2008. actives 0.14% (n = 230,000). PC12 HTT-Q103 induced, cytoprotection, ATP luminescence, 40 h. Potency, µM (titrated, usually from 56.4 µM), for inactives: cytoprotection (ATP increase), usual class: activators;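 further: % of control where 0% means no effect; nearly all actives have a fitted effect of over 45% in size; toxic huntingtin expression switched on by the ecdysone agonist tebufenozide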
#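 Cells were plated at 1500 per well in phenol red-free DMEM with 5% equine and 5% calf serum. Tebufenozide (100 nM final) and compounds were added, then ATPlite reagent, and luminescence was read.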
# Tau FP inhib: qHTS for Inhibitors of Tau Fibril Formation, Fluorescence Polarization; AID 1468, 2008; K18 P301L tau heparin fibrillization, Alexa594 FP, 6 h; actives 0.39% (n = 280,000); Potency, µM (series often up to 57.7 µM), for inactives: top-dose activity, negative = inhibition, actives largely listed as inhibitors; further: on the % scale 0 is the no-effect control and ±100 the full control effect; nearly all actives have a fitted effect of over 55% in size
#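 Human tau K18 […] P301L fragment, 15 uM unlabeled plus 0.24 uM Alexa 594-labeled tau (final), with compound and 20 uM heparin in 100 mM sodium acetate pH 7; 6 hr at 37 C, then Alexa 594 FP read.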
# SMN2 splice enh: qHTS Assay for Enhancers of SMN2 Splice Variant Expression. HEK293 SMN2-luciferase splicing reporter, luminescence, 30-36 h. Potency, µM (highest dose often 46.1 µM), inactives show top-dose activity change, positive = activation, actives largely listed as activators. actives 2.8% (n = 210,000). AID 1458, 2008; further: % of control where 0% means no effect; nearly all actives have a fitted effect of over 55% in size
#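 qHTS luciferase splicing reporter: luminescence rises when SMN2 exon 7 is included in transfected HEK293 cells. Compound exposure lasted 30-36 h at 37C, with 4.5 mM final sodium butyrate as control, followed by a ONE-Glo read.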
# HTT aggregate: qHTS Multiplex Assay to Identify Dual Action Probes in a Cell Model of Huntington: Aggregate Formation (GFP) | Potency, µM (top dose mostly 46.1 µM), for the others: at the highest dose activity change, negative = inhibition, usual class: inhibitors | PC12 HttQ103-GFP aggregates, Acumen cytometry, 40 h | actives 1.1% (n = 220,000) | AID 1688, 2009; further: on the % scale 0 is the no-effect control and ±100 the full control effect; nearly all actives have a fitted effect of over 60% in size
#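 Ecdysone-promoter PC12 model expressing HTT exon 1 Q103 fused to GFP, induced by tebufenozide at 100 nM final. Compounds titrated; aggregates sized 1–25 µm scored on a 488 nm laser cytometer.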
# ALDH1A1 inh: qHTS Assay for Inhibitors of Aldehyde Dehydrogenase 1 (ALDH1A1). Purified ALDH1A1, NADH fluorescence, propionaldehyde substrate. Potency, µM (doses to about 75.3 µM), for the others: top-dose activity, negative = inhibition, most hits filed as inhibitors. actives 7.3% (n = 220,000). AID 1030, 2008; active means well fitted inhibition curve with a large enough effect, not every such curve was filed as active; inconclusive means small, poorly fitted or top-dose-only effect, or another doubt; inactive means no such curve, though single readings can be large or run the other way;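 further: plate controls were no enzyme wells and a reference inhibitor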
# Target sequence (P00352 whole entry, looked up): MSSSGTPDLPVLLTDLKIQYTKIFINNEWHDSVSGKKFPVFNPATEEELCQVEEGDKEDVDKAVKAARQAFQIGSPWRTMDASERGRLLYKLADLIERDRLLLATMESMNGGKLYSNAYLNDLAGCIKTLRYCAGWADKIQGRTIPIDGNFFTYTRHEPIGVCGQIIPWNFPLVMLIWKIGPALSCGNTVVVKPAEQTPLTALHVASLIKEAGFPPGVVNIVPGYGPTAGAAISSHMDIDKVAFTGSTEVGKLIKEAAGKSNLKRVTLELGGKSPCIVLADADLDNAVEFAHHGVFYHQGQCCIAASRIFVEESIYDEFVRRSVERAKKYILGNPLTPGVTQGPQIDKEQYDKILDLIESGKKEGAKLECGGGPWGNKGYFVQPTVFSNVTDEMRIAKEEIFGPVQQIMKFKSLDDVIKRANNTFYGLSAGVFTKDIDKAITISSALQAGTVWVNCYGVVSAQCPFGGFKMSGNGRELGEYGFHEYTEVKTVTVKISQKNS
# Tau fluor cs: Counterscreen qHTS for Inhibitors of Tau Fibril Formation, Fluorescence Polarization; AID 1463, 2008; actives 0.93% (n = 280,000); tau K18 P301L (four-repeat tau fragment) Alexa594 fluorescence, heparin fibrillization; Potency, µM (highest dose often 57.7 µM), for the others: top-dose activity change, negative = decrease; further: on the % scale 0 is the no-effect control and ±100 the full control effect; nearly all actives have a fitted effect of over 55% in size
#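 Human K18 P301L tau (15 uM unlabeled plus 0.24 uM Alexa 594-labeled, final) in 100 mM sodium acetate pH 7 was mixed with compound and 20 uM heparin and incubated 6 hr at 37 C.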
# KDM4E inh: qHTS Assay for Inhibitors of Human Jumonji Domain Containing 2E (JMJD2E) | Lysine-specific demethylase 4E (Homo sapiens), B2RXH2 | JMJD2E catalytic domain, FDH-coupled NADH fluorescence (FDH is formaldehyde dehydrogenase) | Potency, µM (top dose mostly 57.1 µM), without a hit: at the highest dose activity change, negative = inhibition, most hits filed as inhibitors | actives 1.6% (n = 230,000) | AID 2147, 2009; active means well fitted inhibition curve with a large enough effect, not every such curve was filed as active; inconclusive means small, poorly fitted or top-dose-only effect, or another doubt; inactive means no such curve, though single readings can be large or run the other way;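 further: 0% = wells with enzyme and -100% = buffer wells without enzyme; nearly all actives have a fitted effect of over 50% in size; many of its hits are not listed in these tables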
# Target sequence (B2RXH2 1-337 limits assumed): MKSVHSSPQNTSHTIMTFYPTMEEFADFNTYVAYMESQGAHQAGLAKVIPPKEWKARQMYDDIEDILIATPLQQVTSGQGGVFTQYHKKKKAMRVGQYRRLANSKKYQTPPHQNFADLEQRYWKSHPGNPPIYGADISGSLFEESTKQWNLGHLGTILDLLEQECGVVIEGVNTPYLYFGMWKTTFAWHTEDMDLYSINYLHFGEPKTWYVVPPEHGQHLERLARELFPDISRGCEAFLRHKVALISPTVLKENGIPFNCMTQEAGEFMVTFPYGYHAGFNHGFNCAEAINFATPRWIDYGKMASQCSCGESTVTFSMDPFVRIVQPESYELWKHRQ
# The depositor's hits bear a star; ? = inconclusive; . = no result given; & = joins results of further samples; [ ] = remark or other dose. Unless noted, the call rests on the fitted dose curve; in most records, active means well fitted curve in the direction sought with a large enough effect; inconclusive means small, poorly fitted or top-dose-only effect, or another doubt; inactive means no such curve, though single readings can be large; an effect the other way counts as inactive or inconclusive. Potency means the concentration at half of the fitted maximal effect. The list is partial; count on the stated rates, not on these rows.
# Below each compound – Tau ThT inhib, HTT ATP protect, Tau FP inhib, SMN2 splice enh, HTT aggregate, ALDH1A1 inh, Tau fluor cs, KDM4E inh
CC(C)OC(=O)C1C(=O)CC(C)(O)C(C(=O)OC(C)C)C1c1cccc(O)c1 (stereo unspecified)
→ -10%, 13%[10 µM], -6%, -8%, -16%, -4%, -6%, 5%
O=C(CCl)NCCCN(C(=O)C(Cl)Cl)c1ccc([N+](=O)[O-])cc1
→ -18%, 35%[10 µM], 4%, ., 9%[9.22 µM], ., -17%, 9%
N#Cc1cc2c(nc1SCC(=O)N1CCCCC1)CCCC2
→ 0%, -4%, -1%, 12%, -10%, ?, 7%, -4%
CCC(C)NC(=O)CCNS(=O)(=O)c1ccc(Br)cc1 (stereo unspecified)
→ -3%, 11%, -1%, -4%, 4%, 1%, -1%, 3%
CCNC(=S)N1CCC(NC(=O)C2CCCCC2)CC1
→ -6%, -5%, 0%, -22%, 1%, 0%, -5%, -2%
Cc1cc(C)n2nc(SCC(=O)Nc3ccc(O)cc3)nc2n1
→ -8%, ., 7%, 5%, ., ., 2%, .
O=C(CSc1nc2ccccc2c(=O)n1-c1ccc(F)c(Cl)c1)Nc1cccc(S(=O)(=O)N2CCOCC2)c1
→ 5%, 19%[10 µM], ?, -2%, 22%, -8%, -16%, ?
COc1ccc2cc(S(=O)(=O)N3CCCCCC3)ccc2c1
→ -11%, ., 3%, -22%, ., -4%, -24%, -30%
COc1ccc(C(=O)/C=C/c2ccccc2)c(OC)c1
→ ?, 3%[10 µM], 11%, ., 9%[9.22 µM], -10%, -9%, -9%
O=C1c2cccc3cccc(c23)C(=O)N1CC1CCN(CC(O)COCc2ccc3c(c2)OCO3)CC1 (stereo unspecified)
→ 2%, -17%[10 µM], 2%, -19%, 29%, ?, 13%, ?
O=C(Cn1ncc2c(=O)oc3ccccc3c21)N(Cc1ccco1)C1CCCCC1
→ 2%, -8%, 4%, 18%, -32%, ?, 4%, 3%
O=C(NC(=S)N(CCc1ccccc1)CCc1ccccc1)c1ccco1
→ ?, 18%[10 µM], 2%, -22%, -10%, -4%, -20%, 13%
CCc1nc2ccccc2nc1N1CCN(S(=O)(=O)c2ccc(Cl)cc2)CC1
→ ?, -11%[10 µM], -7%, ., 10%[9.22 µM], ., -26%, ?
CCOC(=O)C(CCCCCCC(NC(C)=O)(C(=O)OCC)C(=O)OCC)(NC(C)=O)C(=O)OCC
→ -9%, 14%[10 µM], -6%, ., ?, ., -10%, 7%
CC(=O)Nc1ccc(NC(=O)C/C(C)=N/NC(=O)C(=O)Nc2ccc(C)c(Cl)c2)cc1
→ ., 12%[10 µM], 0%, ., -21%[9.22 µM], ., -7%, -8%

# Overlap with the part before: two entries; new compounds follow.
# Below each compound – Tau ThT inhib, HTT ATP protect, Tau FP inhib, SMN2 splice enh, HTT aggregate, ALDH1A1 inh, Tau fluor cs, KDM4E inh
CCOC(=O)C(CCCCCCC(NC(C)=O)(C(=O)OCC)C(=O)OCC)(NC(C)=O)C(=O)OCC
→ -9%, 14%[10 µM], -6%, ., ?, ., -10%, 7%
CC(=O)Nc1ccc(NC(=O)C/C(C)=N/NC(=O)C(=O)Nc2ccc(C)c(Cl)c2)cc1
→ ., 12%[10 µM], 0%, ., -21%[9.22 µM], ., -7%, -8%
CCOC(=O)c1cc(-c2ccccc2)nn1Cc1ccccc1
→ -16%, ., -16%, ?, ., ., -15%, .
CN(C)c1nc(OCCNC(=O)COc2ccc(Cl)cc2Cl)nc(N2CCOCC2)n1
→ -6%, -15%[0.074 µM], -1%, 8%, -12%, -4%, -11%, -8%
CC(C)NC(=O)NC(=O)CN1C(=O)NC(Cc2c[nH]c3ccccc23)C1=O (stereo unspecified)
→ 3%, 9%, 5%, -22%, -16%, 0%, -6%, 5%
Cc1ccc(C(=O)CSc2nnc(CNc3ccc(C)cc3C)o2)cc1
→ -11%, 1%[10 µM], -7%, -19%, -1%, 9%, -16%, 0%
CN(CCC#N)C(=S)Nc1ccc(F)cc1
→ -9%, -5%[10 µM], -7%, ., -5%[9.22 µM], 11%, -13%, -8%
COc1ccc(/C=N/n2cncn2)cc1COc1ccc(NC(C)=O)cc1
→ ?, -9%, 12%, 7%, -14%, 0%, 24%, 8%
O=C(CSc1nc2ncc(Cl)cc2[nH]1)c1c[nH]c2ccccc12
→ ?, 17%[10 µM], -6%, ., 19%[9.22 µM], -8%, ?, ?
Nc1ccc(-c2sc(N)nc2-c2ccccc2)cc1
→ -14%, 26%, 0%, 8%, 2%, ?, -30%, ?
Cc1cnc(C(=O)OCC(=O)N2CCc3ccccc3C2)cn1
→ -4%, -14%[10 µM], 3%, -9%, 4%, ?, 3%, -4%
c1ccc(NCC2OCc3ccccc3CO2)cc1
→ -14%, 9%[10 µM], 4%, 16µM*, 8%, 3%, -10%, -22%
Cc1cc(=O)[nH]c(N2CCCC2)n1
→ -4%, 5%, -1%, 15%, 0%, 2%, 1%, 2%
CC1CCCC(C)N1C(=S)SCC(=O)O (stereo unspecified)
→ 6%, -20%, -13%, 4%, -4%, -15%, 5%, -23%
CS(=O)(=O)N(CC(=O)NCCSC1CCCCC1)c1ccccc1
→ -5%, -13%, 2%, -3%, 13%[9.22 µM], -12%, -7%, 3%
S=c1[nH]nc(COc2ccccc2)n1/N=C/c1cccnc1
→ -6%, 14%[0.074 µM], -5%, 18%, 17%, -13%, -1%, -4%
CN(c1ccc(C(=O)Nc2cccnc2)cc1)S(C)(=O)=O
→ 1%, 21%[10 µM], -6%, 4%, -23%, 5%, 0%, -4%
COC(=O)C1=C(C)N(Cc2ccccc2)C(=O)N[C@H]1c1ccc(Br)cc1
→ -4%[11.5 µM], ?, 0%[11.6 µM], -1%[9.22 µM], 17%[9.22 µM], -11%[13.5 µM], -12%[11.6 µM], 5%[11.4 µM]
CCOc1cc(/C=C2\SC(=N)N(c3nonc3N)C2=O)ccc1OCCN1CCOCC1
→ ?, -20%[10 µM], -8%, ., -9%[9.22 µM], 6%, -15%, -21%
Cc1ccc2[nH]c(C(=O)O)c(-c3ccccc3)c2c1
→ -17%, -16%[10 µM], 8%, 5%, ?, ?, -3%, ?
COc1ccc2c(c1)sc1ncc(C(=O)NCc3cccc(C)c3)c(=O)n12
→ -12%, ., -2%, 5%, ., ., -22%, .
CCOc1ccc2nc(SCC(=O)NC(=O)NCc3ccco3)sc2c1
→ -11%, -14%, -4%, -11%, -4%, 5%, -14%, 2%
C/C(=N/NC(=O)CNC(=O)c1cccs1)c1ccco1
→ -7%, 27%[10 µM], -5%, ., -1%[9.22 µM], ., -13%, 7%
COC(=O)C(/C=C/C(C)Cc1cc(Br)cc(OCc2ccccc2)c1OC)OCc1ccccc1 (stereo unspecified)
→ -8%[11.5 µM], -22%[10 µM], 1%[11.6 µM], ., ., -10%[13.5 µM], 1%[11.6 µM], .
C=CCN(C(=O)Nc1ccc2oc(C)nc2c1)c1ccccc1
→ ?, -37%, -4%, 0%, 9%, ?, -9%, ?
OC1(CNCc2cn[nH]c2-c2cc3ccccc3o2)CCCCC1
→ 3%, -9%[10 µM], -1%, ., -17%[9.22 µM], 2%, 9%[2.34 µM], 14%
NCCc1cnc[nH]1
→ -12%&-5%&-13%&6%&-3%, ?, -4%&-11%&-5%&-13%&2%, -13%&-44%&19%&1%&-2%, -24%&-7%&-30%, 1%&-3%&2%&0%&-9%, -10%&-5%&-10%&0%&-1%, 7%&-6%&-1%&0%

# In the list so far, these have an aryl thioether with sulfur outside any ring:
# Below each compound – Tau ThT inhib, HTT ATP protect, Tau FP inhib, SMN2 splice enh, HTT aggregate, ALDH1A1 inh, Tau fluor cs, KDM4E inh
N#Cc1cc2c(nc1SCC(=O)N1CCCCC1)CCCC2
→ 0%, -4%, -1%, 12%, -10%, ?, 7%, -4%
Cc1cc(C)n2nc(SCC(=O)Nc3ccc(O)cc3)nc2n1
→ -8%, ., 7%, 5%, ., ., 2%, .
O=C(CSc1nc2ccccc2c(=O)n1-c1ccc(F)c(Cl)c1)Nc1cccc(S(=O)(=O)N2CCOCC2)c1
→ 5%, 19%[10 µM], ?, -2%, 22%, -8%, -16%, ?
Cc1ccc(C(=O)CSc2nnc(CNc3ccc(C)cc3C)o2)cc1
→ -11%, 1%[10 µM], -7%, -19%, -1%, 9%, -16%, 0%
O=C(CSc1nc2ncc(Cl)cc2[nH]1)c1c[nH]c2ccccc12
→ ?, 17%[10 µM], -6%, ., 19%[9.22 µM], -8%, ?, ?
CCOc1ccc2nc(SCC(=O)NC(=O)NCc3ccco3)sc2c1
→ -11%, -14%, -4%, -11%, -4%, 5%, -14%, 2%
